Assay outcomes (PubChem)
eIF4E 4G PPI = eIF4E/eIF4G interaction inhibition in translation initiation; P63073+Q04637; TR-FRET eIF4E-eIF4GI(517-606) binding, 2 h; inhibition, % at 21.7 µM; actives 0.37% (n = 220,000);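 also: 0% = full FRET control wells and 100% = background wells lacking eIF4GI fragment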
KLK5 inh = inhibitors of human kallikrein 5; Q9Y337; AID 873; inhibition, % at 5 µM; actives 0.59% (n = 210,000); recombinant hK5, fluorogenic AMC substrate cleavage;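 active = inhibition of 40% or more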;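 also: 0% = enzyme controls without compound and 100% = no-enzyme blanks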
14-3-3 Bad inh = disrupts binding of bovine 14-3-3 zeta to phospho-Bad peptide. TR-FRET 14-3-3zeta/Dy647-pBad peptide displacement, 1 h. AID 781. actives 0.71% (n = 220,000). inhibition, % at 21.7 µM. P63103;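 active = inhibition above about 70%, limit read from the data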;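 also: 0% = full 14-3-3 plus peptide FRET controls and 100% = background without 14-3-3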
p47phox inh = p47phox (human) inhibition; p47phox/p22phox peptide binding, fluorescence polarization, 2 h; inhibition, % at 24.7 µM; actives 0.53% (n = 220,000); AID 1274;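 also: 0% = p47phox with labelled peptide and 100% = labelled peptide alone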
Furin inh = human furin inhibition; actives 0.061% (n = 220,000); inhibition, % at 30 µM; purified furin, fluorogenic substrate cleavage; in the data active = inhibition above about 25%; also: inactives centre near -15
Target sequence (P09958 108-714 limits assumed): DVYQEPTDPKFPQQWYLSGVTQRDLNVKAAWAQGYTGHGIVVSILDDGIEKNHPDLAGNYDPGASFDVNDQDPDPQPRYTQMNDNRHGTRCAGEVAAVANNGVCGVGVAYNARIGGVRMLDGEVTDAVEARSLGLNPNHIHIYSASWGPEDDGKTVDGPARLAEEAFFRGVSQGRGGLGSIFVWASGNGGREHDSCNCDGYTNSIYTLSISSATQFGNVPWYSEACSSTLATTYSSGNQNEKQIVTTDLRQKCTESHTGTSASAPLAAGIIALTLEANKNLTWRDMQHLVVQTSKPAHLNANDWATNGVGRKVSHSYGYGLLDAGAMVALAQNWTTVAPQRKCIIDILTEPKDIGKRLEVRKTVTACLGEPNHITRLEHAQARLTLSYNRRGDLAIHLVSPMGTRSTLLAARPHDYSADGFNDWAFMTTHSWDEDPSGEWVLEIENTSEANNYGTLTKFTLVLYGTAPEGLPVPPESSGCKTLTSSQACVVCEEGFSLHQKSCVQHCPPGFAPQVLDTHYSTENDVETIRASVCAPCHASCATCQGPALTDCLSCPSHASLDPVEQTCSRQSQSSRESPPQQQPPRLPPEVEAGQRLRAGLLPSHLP
EBV gp42 inh = inhibitors of Epstein-Barr virus glycoprotein 42; Q1HVG2; Fluorescence polarization binding assay, mP read-out; inhibition, % (tested at 21.74 µM); actives 0.42% (n = 220,000); in the data active = inhibition above about 50%
Rad51 HR inh = blocks human Rad51 in homologous recombination; Q06609; hRad51 DNA strand exchange, fluorescence dequenching; actives 0.085% (n = 200,000); inhibition, % at 10 µM;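 active = inhibition above 40% at the single screening dose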;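 also: 0% = DMSO control wells and 100% = blanks with heterologous ssDNA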
Target sequence (Q06609 whole entry, looked up): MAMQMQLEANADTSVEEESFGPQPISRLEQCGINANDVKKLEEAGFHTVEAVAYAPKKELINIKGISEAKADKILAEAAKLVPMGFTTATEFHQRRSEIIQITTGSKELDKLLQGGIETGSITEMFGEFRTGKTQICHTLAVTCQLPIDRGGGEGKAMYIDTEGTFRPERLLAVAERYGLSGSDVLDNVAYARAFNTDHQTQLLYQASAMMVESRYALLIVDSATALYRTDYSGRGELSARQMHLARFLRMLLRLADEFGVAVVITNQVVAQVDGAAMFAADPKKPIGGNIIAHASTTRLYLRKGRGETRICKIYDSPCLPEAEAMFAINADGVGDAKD
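Test system – preformed human Rad51 ssDNA filaments · Reagent – Donor/quencher-labelled 47-bp dsDNA substrate · Incubation – 37 °C 15-min filament assembly, 30-min compound preincubation, 15-min exchange · Signal – FRET fluorescence dequenching, excitation 485 nm, emission 520 nm · Read-out – percent inhibition from fluorescence, normalised to plate control and blank means · Benchmarks – plate control and blank wells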
KCC2 mod = modulates chloride dependent transport by human KCC2; Q9H2X9; B-score of Tl+ flux slope (higher = more flux/activation; lower = inhibition) at 10 µM; KCC2 cells, thallium flux FluoZin-2 fluorescence; actives 2.2% (n = 190,000);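 active = thallium flux slope and its plate-corrected score both differing from the plate sample mean at a set confidence after two filtering rounds, in either direction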;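 also: slope of fluorescence scaled to starting intensity during 10 to 20 s after thallium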
Thrombin inh = thrombin (human) inhibition | actives 0.26% (n = 220,000) | alpha-thrombin, Boc-VPR-AMC fluorogenic substrate cleavage | inhibition, % at 5 µM | P00734;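 active = inhibition at or above 40%; inactive = inhibition below 40%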;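 also: 0% = enzyme with no compound and 100% = wells without enzyme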
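Material: human alpha-thrombin protein; Also added: Boc-VPR-AMC substrate, 15 µM final; Timing: enzyme reaction carried out at room temperature; Signal: fluorescence, ex 355 nm, em 460 nm; Measure: % inhibition of thrombin; Controls: enzyme without compound as high, wells lacking enzyme as low.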
An asterisk follows results filed as active; . = no result given; [ ] = remark or other dose.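 The calls were made as follows, unless noted: active = inhibition above about 30% (limit read from the data); inactive = the rest.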 Rows are unselected; about 4.7% have a hit in one of these screens.

SMILES	eIF4E 4G PPI	KLK5 inh	14-3-3 Bad inh	p47phox inh	Furin inh	EBV gp42 inh	Rad51 HR inh	KCC2 mod	Thrombin inh
COc1ccc(-c2nc(-c3cccc(C)c3)no2)cc1OC	2	-4	15	-11	-23[20 µM]	-16	-2	0.014	2
C/C(=N\Nc1cccc(C(=O)O)c1)c1ccc(Cl)s1	2	.	57	.	-8	-2	.	-1.2	-6
O=c1cc(N2CCCCC2)c2ccccc2o1	2	-1	-5	-6	-20	-12	-2	0.88	-11
COc1cccc(OC)c1OCCCCn1cnc2ccccc2c1=O	0	-6	43	-4	-17	-1	-8	0.58	-6
Cc1nc2c(c3c1[nH]c1ccccc13)C(O)CC(C)(C)C2 (centres undefined)	0	-29	-7	6	-85	-21	5	0.44	-8
c1ccc(-n2ncc3c(NCc4ccc5c(c4)OCO5)ncnc32)cc1	0	15	7	-1	-4[20 µM]	-10	-3	0.43	1
CCc1nc(SCC(=O)N2CCN(c3ccccc3)CC2)c2oc3ccccc3c2n1	-33	-48	-13[fluorescence artefact?]	-6	-19	-8	-1	-0.84	3
CNc1ccc(Br)cc(C(=O)/C=C/c2cccc(Cl)c2Cl)c1=O	16	3	54	14	-3	39	-99	.	-4
O=C(NCCN1C(=O)CSC1=O)C1CC(=O)N(c2ccccc2)C1 (centres undefined)	7[fluorescence artefact?]	4	-12[fluorescence artefact?]	-5	-13[20 µM]	3	-2	0.64	0
COC(=O)c1ccc(NC(=O)CSCC(=O)OCC(=O)c2ccc(Br)cc2)cc1	1[fluorescence artefact?]	-10	5[fluorescence artefact?]	-7	0[20 µM]	-1	-2	0.82	2
O=C(/C=C/c1ccc(F)cc1)NC(=S)NC1CCCCC1	-2	1	3	-6	-10	-17	20	1.3	1
Cc1cc(NC(=O)c2c([N+](=O)[O-])c(C)nn2C)no1	-3	-5	-13	8	-18[20 µM]	-10	.	-0.36	-3
CC(=O)c1ccc(Nc2cc(C)nc3c(C)cccc23)cc1	-1	0	-12	2	-8	-6	7	-1.6	-12
COc1cc(NC(=O)N[C@@H](CCSC)C(=O)O)cc(OC)c1	0	2	0	-1	-13	1	-10	-0.15	-4
CCOCc1c(C(=O)NC2=Nc3ccccc3NC(CC)=C2C(=O)OCC)oc2ccccc12	-2	-3	-6	-17	-10	2	7	-0.89	-5
COc1ccc(CCNC(=O)c2[nH]c(C)c(C(C)=O)c2C)cc1OC	-4	2	-3	7	-15	-2	-3	0.23	-4
CC(CCN(C)C)OC(=O)c1ccc(C(C)c2ccccc2)o1 (centres undefined)	0	-7	8	-16	-30	-21	2	-0.72	2
O=C(NC1CCCCCC1)C(=O)NC1CCCC1	0[fluorescence artefact?]	-10	-2	-1	6	-1	10	0.14	-5
CC(=O)NC1=NN(C(C)=O)C(C)(CCS(=O)(=O)c2ccc(Br)cc2)S1 (centres undefined)	-6	0	1[fluorescence artefact?]	-7	-11	5	.	0.069	-2
COc1ccc(-c2nnc(SCC(=O)Nc3ncc(C(F)(F)F)cc3Cl)n2CC(C)C)cc1	16	-13	-12[fluorescence artefact?]	-10	-14	-25	18	-1.4	2
O=C(c1ccco1)N1CCN(c2nnc(-c3ccccc3)c3ccccc23)CC1	-3	-30	-4[fluorescence artefact?]	3	-19[20 µM]	-5	-7	-1.7	-3
CCN(C(=O)Cc1cccs1)c1nnc(-c2cccnc2)s1	2	44*	47	-23	-23	3	5	-0.84	14
N#Cc1nc(N2CCCCC2)nc(N2CCOCC2)n1	.	14	.	-9	-28[20 µM]	-2	4	0.46	-7
Cc1ccc(N=C2NC(=O)/C(=C\c3cccs3)S2)cc1C	-7	-5	1	-10	-8	13	1	0.53	-10
COC(=O)c1ccc(CN2C(=O)NC3(CCC(C)CC3)C2=O)cc1 (centres undefined)	-3	-4	-2	1	-20	4	-7	1.1	-4
Remaining list, next part.
SMILES	eIF4E 4G PPI	KLK5 inh	14-3-3 Bad inh	p47phox inh	Furin inh	EBV gp42 inh	Rad51 HR inh	KCC2 mod	Thrombin inh
C/C(=N\NC(=O)C(c1ccccc1)c1ccccc1)c1ccccn1	-2	-76	-8	4	-7	-9	.	1.2	-1
CCC(C)NC(=O)CSC1=Nc2ccccc2C2=NC(CC(=O)NCc3ccc(F)cc3)C(=O)N12 (centres undefined)	5	-14	17[fluorescence artefact?]	-11	-14	-14	-5	.	6
Cc1ccc(-c2ccc(S(=O)(=O)NCc3ccco3)cc2)cc1	0	.	-5	13	-27	1	.	0.029	0
Nc1c(-c2ccccc2)cnn1-c1cccc([N+](=O)[O-])c1	5	-27	6	8	-14[20 µM]	4	-1	-0.27	-3
COc1cccc(N=Cc2c(O)n(-c3cccc(C)n3)c(=O)c3ccccc23)c1	13	4	-5	-5	-19[20 µM]	5	3	.	0
CN1CCN(C(=S)Nc2cccc(S(=O)(=O)N(C)C)c2)CC1	0	-11	-10	-1	-9	8	17	1.9	-1
CCSCc1nnc(SCC(=O)c2ccc(OC)cc2)n1C	-9	-8	10	-19	-11[20 µM]	-29	3	0.83	2
COc1cccc(NC(=O)NC(C)C2CC3CCC2C3)c1 (centres undefined)	-1	6	4	-6	-29	-3	-1	0.0024	4
Cc1cc(C)c(NS(=O)(=O)c2cccc3cccnc23)c(C)c1	5	.	-3	-5	-7	-11	.	0.26	-2
Cc1c(NC(=O)C2C3C=CC(C3)C2C(=O)O)c(=O)n(-c2ccccc2)n1C (centres undefined)	-3	3	9	-6	-15[20 µM]	-18	.	0.05	2
CC(=O)Nc1nc2ccc(-c3nc4ccccc4o3)cc2s1	4	1	6	-9	-27[20 µM]	-15	-2	-0.37	-13
CCCN(Cc1cc2cc(OC)ccc2[nH]c1=O)C(=O)c1ccco1	1	-2	4	-8	-26	8	-6	-0.14	-2
O=C(c1ccco1)N1CCN(c2ccnc3cc(Cl)ccc23)CC1	1	-4	-7	-9	-11	-19	30	-0.86	2
CCC(=O)Nc1cc2nn(-c3ccccc3)nc2cc1Cl	-10	3	-9	-4	-26	-26	-3	.	2
Cc1cc(C)n(Cc2ccc(F)cc2)c(=O)c1C#N	3	0	-1	3	-19	-20	-1	0.83	-22
Fc1ccc(F)c(C2=NNC(=Nc3ccccc3F)SC2)c1	3[fluorescence artefact?]	-21	-27[fluorescence artefact?]	-9	-16	12	-3	5.9*	-4
CCCCC(=O)Nc1ccc(NC(=O)C2CC2)nc1	1[fluorescence artefact?]	-6	7[fluorescence artefact?]	-7	-7[20 µM]	-23	-1	-0.29	-1
Cc1nc2c(C(=O)NCCC(C)C)c[nH]n2c(=O)c1Cl	4	-11	10	-11	-25	-3	.	-0.91	-1
Cc1ccc(-n2c(-c3cc(C)n(C)n3)n[nH]c2=S)cc1	9	-14	-7[fluorescence artefact?]	4	-6[20 µM]	6	-2	0.051	-7
CCCNC(=O)C1CCN(S(=O)(=O)c2cccs2)CC1	-1	-2	-16	-8	-24	-8	0	-1.3	-8
O=C(COC(=O)c1cc(Cl)ccc1[N+](=O)[O-])Nc1cccc2ccccc12	0[fluorescence artefact?]	-13	1[fluorescence artefact?]	-10	-21	-6	-5	1.4	-4
COc1ccccc1OCc1nc(C#N)c(N2CC(C)CC(C)C2)o1 (centres undefined)	-4	-32	-3	-8	-8	-6	.	-3.2	-12
COC(=O)/C=C1\C(=O)N(c2nc3ccc(OC)cc3s2)C(=S)N1c1ccc(F)cc1	-2	-2	-3	-15	-20[20 µM]	-20	.	.	0
CC1CCc2c(sc3nc4n(c(=O)c23)CCS4)C1 (centres undefined)	4	-12	11	-16	-22[20 µM]	-7	3	0.65	2
CCCCOCCCNS(=O)(=O)Cc1ccccc1	4[fluorescence artefact?]	-5	20[fluorescence artefact?]	-5	-16	3	2	.	5
COCCN(C(=O)COc1ccc(Cl)cc1)c1nnc(-c2cccnc2)s1	6	-1	46[fluorescence artefact?]	-7	-19[20 µM]	6	4	0.67	3
CCOC(=O)c1sc(NC(=O)CSc2nnc(-c3ccc(OC)cc3)n2CCOC)nc1C	3[fluorescence artefact?]	6	12[fluorescence artefact?]	-14	-14[20 µM]	-13	-4	0.32	2

Laid out differently: entries from further up
Every second line gives: eIF4E 4G PPI	KLK5 inh	14-3-3 Bad inh	p47phox inh	Furin inh	EBV gp42 inh	Rad51 HR inh	KCC2 mod	Thrombin inh
- C/C(=N\NC(=O)C(c1ccccc1)c1ccccc1)c1ccccn1
 : -2	-76	-8	4	-7	-9	.	1.2	-1
- CCC(C)NC(=O)CSC1=Nc2ccccc2C2=NC(CC(=O)NCc3ccc(F)cc3)C(=O)N12 (centres undefined)
 : 5	-14	17[fluorescence artefact?]	-11	-14	-14	-5	.	6
- Cc1ccc(-c2ccc(S(=O)(=O)NCc3ccco3)cc2)cc1
 : 0	.	-5	13	-27	1	.	0.029	0
- Nc1c(-c2ccccc2)cnn1-c1cccc([N+](=O)[O-])c1
 : 5	-27	6	8	-14[20 µM]	4	-1	-0.27	-3
- COc1cccc(N=Cc2c(O)n(-c3cccc(C)n3)c(=O)c3ccccc23)c1
 : 13	4	-5	-5	-19[20 µM]	5	3	.	0
- CN1CCN(C(=S)Nc2cccc(S(=O)(=O)N(C)C)c2)CC1
 : 0	-11	-10	-1	-9	8	17	1.9	-1
- CCSCc1nnc(SCC(=O)c2ccc(OC)cc2)n1C
 : -9	-8	10	-19	-11[20 µM]	-29	3	0.83	2
- COc1cccc(NC(=O)NC(C)C2CC3CCC2C3)c1 (centres undefined)
 : -1	6	4	-6	-29	-3	-1	0.0024	4
- Cc1cc(C)c(NS(=O)(=O)c2cccc3cccnc23)c(C)c1
 : 5	.	-3	-5	-7	-11	.	0.26	-2
- Cc1c(NC(=O)C2C3C=CC(C3)C2C(=O)O)c(=O)n(-c2ccccc2)n1C (centres undefined)
 : -3	3	9	-6	-15[20 µM]	-18	.	0.05	2
- CC(=O)Nc1nc2ccc(-c3nc4ccccc4o3)cc2s1
 : 4	1	6	-9	-27[20 µM]	-15	-2	-0.37	-13

Profiles, quoted from the list.
Cc1ccc(-c2ccc(S(=O)(=O)NCc3ccco3)cc2)cc1 is listed with eIF4E 4G PPI = 0; KLK5 inh = .; 14-3-3 Bad inh = -5; p47phox inh = 13; Furin inh = -27; EBV gp42 inh = 1; Rad51 HR inh = .; KCC2 mod = 0.029; Thrombin inh = 0
COc1ccccc1OCc1nc(C#N)c(N2CC(C)CC(C)C2)o1 (centres undefined) is listed with eIF4E 4G PPI = -4; KLK5 inh = -32; 14-3-3 Bad inh = -3; p47phox inh = -8; Furin inh = -8; EBV gp42 inh = -6; Rad51 HR inh = .; KCC2 mod = -3.2; Thrombin inh = -12
